Compound activity as filed in PubChem BioAssay.
MBD2 inh: blocks human MBD2 binding to methylated DNA | inhibition, % at 4.4 µM | 370,000 compounds, 0.31% hits | TR-FRET, MBD2 binding to methylated oligonucleotide | Q9UBB5 | AID 686964; in the data active = inhibition above about 13%
NPR2 activator: GC-B (human) receptor activation. P20594. HEK293-GC-B cells, CNP EC30, cGMP TR-FRET; 0% at EC30 CNP, 100% saturating CNP. activation, % at 10 µM. 370,000 compounds, 0.11% hits. AID 1920062;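 active = activation at 10 µM reaching about 35% in either raw or pattern-adjusted values, limit read from the data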
TCR CD3 inh: blocks the human TCR-CD3 interaction; 360,000 compounds, 0.37% hits; inhibition, % at 9.4 µM; AID 651800; TAMRA-labeled TCR probe fluorescence, biochemical; in the data active = inhibition above about 19%;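 also: recombinant mutant TCR 2C K166C tagged with TAMRA read by polarization; 0% = receptor in buffer alone and 100% = receptor with positive control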
NPR1 activator: GC-A (human) enzyme activation; P16066; HEK293 GC-A cells, cGMP TR-FRET, EC30 ANP; 0% at EC30 ANP, 100% saturating ANP; activation, % at 10 µM; 370,000 compounds, 0.14% hits; AID 1671463; in the data active = activation above about 40%
HTRA1 inh: blocks human HTRA1 serine peptidase. Q92743. recombinant HTRA1, FP-rhodamine activity-based probe, fluorescence polarization. inhibition, % at 5.96 µM. 340,000 compounds, 0.5% hits. AID 504803; in the data active = inhibition above about 36%;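 also: 0% = enzyme with DMSO and 100% = wells lacking enzyme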
PRMT1 inh: blocks human protein arginine methyltransferase 1. Q99873. recombinant PRMT1, activity-based probe fluorescence polarization. 370,000 compounds, 1.3% hits. inhibition, % at 2.79 µM;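 active = inhibition above about 21% made by adding two undisclosed values, limit read from the data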
Target sequence (Q99873 whole entry, looked up): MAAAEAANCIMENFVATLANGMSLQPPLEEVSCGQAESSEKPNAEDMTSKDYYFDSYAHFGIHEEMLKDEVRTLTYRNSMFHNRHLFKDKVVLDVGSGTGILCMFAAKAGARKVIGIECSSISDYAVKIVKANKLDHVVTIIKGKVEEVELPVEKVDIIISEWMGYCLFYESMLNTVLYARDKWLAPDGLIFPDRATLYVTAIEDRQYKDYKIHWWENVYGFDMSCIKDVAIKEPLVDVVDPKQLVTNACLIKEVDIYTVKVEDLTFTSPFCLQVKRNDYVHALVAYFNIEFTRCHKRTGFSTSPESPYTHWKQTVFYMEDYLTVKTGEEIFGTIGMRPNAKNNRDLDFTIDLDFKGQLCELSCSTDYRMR
SIAE primary: inhibitors of human sialic acid acetylesterase SIAE | Q9HAT2 | inhibition, % at 9.66 µM | 370,000 compounds, 0.69% hits | SIAE FP-Rh probe binding, fluorescence polarization;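 active = inhibition above a cutoff: mean of compounds within the control limits plus 3 SD of those, cut at about 17% in these data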;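 also: 0% = plate median of compound wells and 100% = probe without SIAE protein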
Target sequence (Q9HAT2 whole entry, looked up): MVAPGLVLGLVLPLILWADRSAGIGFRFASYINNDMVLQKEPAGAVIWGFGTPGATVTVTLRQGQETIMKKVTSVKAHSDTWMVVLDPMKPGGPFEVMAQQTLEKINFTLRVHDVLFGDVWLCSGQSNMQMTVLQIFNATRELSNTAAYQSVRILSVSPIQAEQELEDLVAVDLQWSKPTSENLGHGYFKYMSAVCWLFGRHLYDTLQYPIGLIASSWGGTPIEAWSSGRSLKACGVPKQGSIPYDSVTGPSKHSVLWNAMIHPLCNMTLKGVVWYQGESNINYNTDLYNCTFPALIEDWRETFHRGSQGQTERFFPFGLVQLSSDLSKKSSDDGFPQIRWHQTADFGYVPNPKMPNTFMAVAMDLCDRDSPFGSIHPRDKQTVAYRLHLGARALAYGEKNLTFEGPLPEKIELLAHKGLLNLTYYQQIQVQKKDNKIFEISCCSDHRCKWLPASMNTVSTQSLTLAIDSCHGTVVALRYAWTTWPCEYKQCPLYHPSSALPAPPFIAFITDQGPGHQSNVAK
UHRF1 binding: human UHRF1 methylated DNA binding inhibitors; Q96T88; UHRF1 binding to methylated oligo, TR-FRET; inhibition, % at 4.4 µM; 370,000 compounds, 0.75% hits; AID 687016; in the data active = inhibition above about 21%;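 also: UHRF1 SRA domain binding a hemimethylated CpG hairpin DNA probe; 0% = median of test compound wells and 100% = reference inhibitor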
ABHD4 inh: inhibits mouse alpha/beta hydrolase domain 4; Q8VD66; purified mABHD4, FP-Rh probe fluorescence polarization; inhibition, % at 8.92 µM; 370,000 compounds, 0.54% hits;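 active = inhibition exceeding the mean over every tested compound plus 3 SD, cut at about 30% in these data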;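 also: 0% = plate median of compound wells and 100% = S159A mutant with DMSO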
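Test system: mABHD4 protein | Buffer or medium: HEPES pH 7.0 buffer, 150 mM NaCl, 0.01% Pluronic F-127 | Probe or stimulus: FP-Rh fluorescent activity-based probe, added after compound pre-incubation | Timing: Pre-incubation 45 min, probe exposure 60 min, at 25 °C | Technique: Fluorescence polarization, excitation 525 nm, emission 598 nm, BODIPY TMR filters | Repeats: Single well per compound (singlicate)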
rCAG RNA binder: r(CAG) repeat RNA binding; TO-PRO-1 dye displacement fluorescence; inhibition, % at 3 µM; 370,000 compounds, 1.3% hits;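 active = inhibition above the plate cutoff, the mean of all test compounds on that plate plus 3 SD, cut at about 35% in these data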;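 also: 0% = DMSO alone and 100% = 100 µM mitoxantrone as full dye displacement; higher means more dye released from RNA so lower well fluorescence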
The depositor's hits bear a star; x = no result given. This is a subset; the hit share may differ from the screen's.

Screens in order: MBD2 inh	NPR2 activator	TCR CD3 inh	NPR1 activator	HTRA1 inh	PRMT1 inh	SIAE primary	UHRF1 binding	ABHD4 inh	rCAG RNA binder
O=C(COc1ccc(-n2cnnn2)cc1)Nc1ccccc1Cl
 : -2	1	5	1	5	-3	3	0	2	2
CCOc1ccc(NS(=O)(=O)c2ccc(NS(C)(=O)=O)cc2)cc1
 : -1	-10	2	2	5	-2	1	0	-4	2
CC(=O)Nc1cc(C(F)(F)F)ccc1Oc1cccc(Br)c1
 : -1	0	-4	9	-15	-1	-3	4	-5	1
CC(OC(=O)CN(C)S(=O)(=O)c1ccc(Cl)cc1)C(=O)Nc1ncc(Cl)cc1Cl (stereo not given)
 : -1	-3	9	1	-8	0	-1	-3	-3	-3
COc1ccccc1NC(=O)c1ccc2[nH]c(C)c(C)c2c1
 : 0	-3	-2	1	-14	2	2	2	4	12
COC(=O)C1CCN(S(=O)(=O)c2cn(C)c(=O)n(C)c2=O)CC1
 : 5	11	-6	-3	4	6	-5	3	-4	0
C=CCn1c(SC)nnc1-c1ccc2ncccc2c1
 : -4	-3	5	-4	-1	-2	0	-2	-3	2
CCn1c(C)nc2cc(C(=O)NNC(=O)CN(C)S(=O)(=O)c3ccc(NC(C)=O)cc3)ccc21
 : -3	1	-4	3	11	-1	2	-1	2	0
CC(=O)c1cccc(S(=O)(=O)Nc2cccnc2)c1
 : -1	7	1	1	-1	-3	-5	-1	-2	1
COc1cc(NC(=S)NC(=O)c2ccc(C)cc2C)ccc1NC(=O)c1cccs1
 : 1	0	3	-1	0	-1	-1	2	8	3
CC(C)(C)C(=O)NNC(=O)COc1ccc2ccccc2c1Br
 : 1	-7	0	1	-4	0	3	-3	-1	-3
CCc1ccccc1NC(=O)/C(=C/c1ccccc1)c1ccccc1
 : -3	-6	3	-6	-20	-2	-1	-5	1	-3
COc1cccc(C(=O)NNC(=O)C2CC(C)=C(C)CC2C(=O)O)c1 (stereo not given)
 : 0	-3	2	-7	-9	-2	11	-1	4	1
CCN(CCCNC(=O)Cn1cc2c(n1)CCCC2)c1cccc(C)c1
 : -1	-6	7	-11	11	1	3	-2	4	-2
Cc1ccc(-c2ccc(/C=N\n3cnnc3)o2)c(Br)c1
 : -3	-10	0	-6	-25	-1	-3	-2	-1	-5
Cc1ccc(OCCOC(=O)c2sc(=S)n(C)c2C)cc1
 : -1	-5	1	1	-15	-3	8	-5	-3	2
COc1cc(NC(=O)[C@@H](NC(=O)N2CCn3c2nc2ccccc23)C(C)C)cc(OC)c1
 : 0	-4	-3	-13	-26	0	-4	-3	-10	6
O=[N+]([O-])c1ccc(Oc2ccc(Oc3ccc(C(F)(F)F)cn3)cc2)nc1
 : 3	-4	0	3	-2	-3	-2	-2	5	-1
N#CCCn1c(=S)[nH]c2ccccc21
 : -7	2	2	-2	4	-2	-3	-3	-1	0
CCOc1ccccc1NC(C)C(=O)Nc1cc(C(F)(F)F)ccc1N1CCOCC1 (stereo not given)
 : 4	-3	-6	-3	-15	2	-1	0	-15	-5
COc1ccc(N2C(=O)CC(N3CCN(c4cccc(Cl)c4)CC3)C2=O)cc1 (stereo not given)
 : -1	-2	-2	-3	-6	2	12	5	0	-4
CCOc1ccc(NC(=O)CC2C(=O)N(c3ccc(OCC)cc3)C(=S)N2C2CC2)cc1 (stereo not given)
 : 1	-6	2	2	0	-1	-8	-4	-5	0
CN[C@H]1C[C@@H](c2ccccc2Br)N(C(C)=O)C[C@H]1CO
 : -3	-1	2	4	x	-4	-7	-2	1	1
O=C(OCc1ccc(F)cc1)c1cc2ccccc2cc1O
 : -4	-4	-2	5	-15	-5	-3	-1	-4	6
COc1ccc(N(CC(=O)N2CCc3ccccc3C2)S(C)(=O)=O)cc1
 : 2	-2	-3	-8	2	2	0	-3	5	-2
CC(C)N1C(=O)S/C(=C/c2ccccc2OCc2ccc(C(=O)O)cc2)C1=O
 : 0	0	-1	-1	-25	4	-17	2	-26	55*
CN1CCc2nc(SCc3ccc(Cl)cc3)c(C#N)c(-c3cccs3)c2C1
 : -1	-9	-8	13	x	10	1	2	23	15
COc1ccc(CC(=O)Nc2ccc(OC)nc2)cc1
 : -3	4	9	-2	1	6	-3	-2	-1	-1
Cc1nc(SCC(=O)N2c3ccccc3Sc3ccccc32)n[nH]1
 : 1	0	-9	-2	2	-3	-1	7	-6	0
NS(=O)(=O)c1ccc(CNC(=S)Nc2ccc(Cl)c(Cl)c2)cc1
 : -3	2	5	-4	-34	2	-35	2	-24	14

Next compounds.
Screens in order: MBD2 inh	NPR2 activator	TCR CD3 inh	NPR1 activator	HTRA1 inh	PRMT1 inh	SIAE primary	UHRF1 binding	ABHD4 inh	rCAG RNA binder
CC(C)CC(=O)c1c[nH]c(C(=O)NCc2cccnc2)c1
 : 1	-2	-1	1	16	-3	-6	2	-5	-1
CN(Cc1ccc(-n2cccn2)cc1)Cc1nc(-c2cnccn2)no1
 : -1	4	-2	2	0	-3	3	-2	9	0
COc1ccc(C(=O)Nc2ccc(NC(=O)c3cccs3)cn2)cc1
 : 3	-6	-8	4	-5	2	-12	0	-2	-2
COc1cccc(NC(=O)CNC(=O)c2ccc(F)cc2)c1
 : -2	0	0	1	2	3	-3	1	6	-2
CSCC[C@H](NC(=O)c1cccc(S(=O)(=O)N2CCN(C)CC2)c1)c1nc2ccccc2[nH]1
 : 2	0	5	-2	1	-4	4	-3	-2	3
CN1CCOC(=O)/C1=N/Nc1cc(Cl)ccc1Cl
 : 2	-6	-3	-4	4	3	8	3	-2	1
O=C(Nc1ccc(N2CCOCC2)c(Cl)c1)c1ccc(S(=O)(=O)N2CCOCC2)cc1
 : 1	5	-4	6	-1	2	7	1	-4	3
CCCN(CCC)S(=O)(=O)c1ccc(Cl)c([N+](=O)[O-])c1
 : -3	-8	2	-13	-8	2	1	2	3	-1
CSc1nc2ccccc2c(=O)n1N
 : 2	3	-8	-5	0	6	-4	1	4	-3
Cc1ccc(Cn2c(SCC(=O)N/N=C/c3ccccc3OCC(=O)O)nc3ccccc32)cc1
 : 1	2	5	-4	-18	-7	-9	0	-11	50*
CCC(C)c1ccc(S(=O)(=O)N2CCN(C(=O)c3ccc(Cl)c(S(=O)(=O)N4CCOCC4)c3)CC2)cc1 (stereo not given)
 : 0	1	-3	-2	-23	0	2	-2	-2	13
Cc1cc(C)c2c(=O)[nH]c(SCC(=O)N3CCCCC3)nc2n1
 : 1	5	8	2	-3	1	-1	-3	2	2
CCCc1nc2c(sc3nc4c(cc32)COC(C)(C)C4)c(=O)o1
 : -8	2	2	25	0	-1	3	-1	1	4
O=C(Nc1ccncc1)Nc1ccc(F)cc1
 : 2	-1	-8	-2	-3	4	2	0	0	0
CC1(C)CC(=O)C2=C(C1)OC(N)=C(C#N)C21C(=O)N2CCCc3cccc1c32 (stereo not given)
 : 2	2	-5	-3	2	2	-2	-1	7	-8
CC(C)Cc1nc(SCC(=O)N2CCCCC2)c2c(=O)n(C)c(=O)n(C)c2n1
 : 1	4	3	4	5	5	-5	2	-5	-7
CCOC(=O)c1ccc(NC(c2ccc(N(C)C)cc2)P(=O)(OC(C)C)OC(C)C)cc1 (stereo not given)
 : -3	5	2	4	-1	1	10	2	-1	-3
COc1ccc(-n2c(COc3ccc(Cl)cc3)nnc2SCC(=O)Nc2ccc(Oc3ccccc3)cc2)cc1
 : 3	-1	x	-1	x	0	-2	-2	-12	8
CNC(=O)c1c(NC(=O)CCS(=O)(=O)c2ccccc2)sc(C)c1C
 : 0	-1	3	-3	2	2	-8	-1	4	-1
C/C(=N/NC(=O)CNC(=O)c1ccccc1F)c1ccc2c(c1)CCCC2
 : 0	0	-3	-1	-4	-2	5	-1	2	-2
CC(=O)c1cnc(-c2ccccc2)s1
 : -1	-2	5	4	x	-3	-1	0	-6	4
COC(=O)C(N)Cc1ccc(O)cc1 (stereo not given)
 : -2	1	1	4	-5	-1	6	0	-2	0
COc1ccc(S(=O)(=O)N2CCC(=O)N2)cc1
 : 2	4	-7	2	-1	3	-4	-1	0	-4
N#CC1=C(N)NC(=S)C(C(N)=O)C1c1ccc(Cl)cc1Cl (stereo not given)
 : -6	5	1	6	-1	72*	6	0	1	1
Nc1ccccc1C(=O)N/N=C1/C2CN3CCN(C2)CC1(Cc1ccccc1)C3
 : 2	3	-2	3	4	3	-4	1	8	-2
CN(c1ccccc1)c1ncccn1
 : 4	-1	-1	2	x	-3	6	10	-2	1
CCO[C@@H]1OC(C(=O)N2CCCCCCC2)=C[C@H](C2CCCCC2)[C@H]1CCCO
 : 4	-9	-2	-11	-1	-1	5	1	3	-7
O=C(c1cc(-c2cccc(Cl)c2)on1)N1CCN(c2ccc(F)cc2)CC1
 : -1	0	-6	4	-4	2	2	2	3	1
Cc1cccc(OCC(=O)N2CCN(C(=O)c3cccs3)CC2)c1
 : -2	-3	0	0	-2	-1	1	-1	-10	-4
N#Cc1ccccc1CSc1nc2ccc(NC(=O)c3ccccc3C(=O)O)cc2s1
 : -3	5	1	-4	-3	1	6	-3	7	9

The results go on.
Screens in order: MBD2 inh	NPR2 activator	TCR CD3 inh	NPR1 activator	HTRA1 inh	PRMT1 inh	SIAE primary	UHRF1 binding	ABHD4 inh	rCAG RNA binder
O=C1CSC(=S)N1/N=C/c1cccnc1
 : -5	-4	-6	-6	-1	48*	9	-8	11	6
CCOc1ccc(Oc2ccc(S(=O)(=O)N3CCOCC3)cc2NC(=O)C2=COCCO2)cc1
 : -1	9	3	2	-16	0	2	-2	-4	2
COc1ccc(CN2CN(C(C)C)CSC2=S)cc1
 : -3	1	-6	4	-1	0	-3	6	1	6
O=C(O)c1cc(S(=O)(=O)NC(CO)C(O)c2ccc([N+](=O)[O-])cc2)ccc1Br (stereo not given)
 : 2	-1	10	-4	3	-1	3	-4	-1	1
O=C(NCCCNC(=O)c1ccccn1)c1cccc(F)c1
 : 0	-2	-4	4	3	3	-2	3	4	1
COC(=O)c1ccccc1NC(=O)CN1C(=O)NC2(CCCCCCC2)C1=O
 : -4	3	3	1	-1	-2	-1	-3	0	-2
CN(C)c1ccc(NC(=O)CC2NCCNC2=O)cc1 (stereo not given)
 : 5	-4	8	-7	-4	-4	5	2	1	-1
Cc1c(NC(=O)/C(=C/c2cccs2)NC(=O)c2ccccc2)c(=O)n(-c2ccccc2)n1C
 : 0	3	-6	0	4	0	0	1	-1	-3
Cc1occc1-c1nnc(SCC(=O)c2ccc(Cl)cc2)n1C
 : 2	3	2	-3	-16	5	-2	5	-3	-3
CCOC(=O)C1CCN(C(=O)CCN2C(=O)C3C4C=CC(C4)C3C2=O)CC1 (stereo not given)
 : -2	3	-5	5	6	0	1	4	-1	-4
O=C(CN1CCOc2ccccc21)NCc1ccc(Cl)cc1
 : 1	-2	-11	0	4	4	5	-2	8	2
CCNc1nc(Oc2ccc(=O)[nH]n2)nc(N2CCOCC2)n1
 : -5	4	2	3	-7	-3	3	-2	2	0

Structural class: the entries above containing a furan ring, fused or not (two)
Screens in order: MBD2 inh	NPR2 activator	TCR CD3 inh	NPR1 activator	HTRA1 inh	PRMT1 inh	SIAE primary	UHRF1 binding	ABHD4 inh	rCAG RNA binder
Cc1ccc(-c2ccc(/C=N\n3cnnc3)o2)c(Br)c1
 : -3	-10	0	-6	-25	-1	-3	-2	-1	-5
Cc1occc1-c1nnc(SCC(=O)c2ccc(Cl)cc2)n1C
 : 2	3	2	-3	-16	5	-2	5	-3	-3
